EWS-Fli block: inhibitors of EWS/Fli oncoprotein transcriptional activity | A673 NR0B1-luciferase reporter, viability-normalised | inhibition, % at 12.6 µM | 350,000 tested, 0.67% active | AID 651661;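 active = mean inhibition of at least 50% after viability correction, with every replicate also passing that limit; inconclusive = mean reaches 50% but only one of two replicates passes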;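 note: firefly luciferase signal divided by Alamar Blue viability fluorescence both relative to DMSO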
PAX8 reporter: lowers PAX8-driven luciferase in RMG-I cells; RMG-I TPO-luciferase reporter, SteadyGlo, 24 h; inhibition, % at 12.6 µM; 360,000 tested, 1.2% active; AID 652154;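 active = mean replicate inhibition at least 60% with every replicate also reaching 60%; inconclusive = only one of the two criteria is met; inactive = mean below 60% and not all replicates reaching 60%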;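 note: luciferase light reporting Pax8 driven TPO promoter activity; plate controls were median of neutral control wells for no effect and mitoxantrone controls for full effect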
GSIS activator: primary screen for activators of insulin secretion dependent on glucose, INS-1E cells, GLuc reporter luminescence. INS-1E GLuc reporter insulin secretion, 2-3 h. AID 743287. activation, % at 16.6 µM. 370,000 tested, 0.61% active;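 active = lowest replicate activation of at least 40%, so every replicate reaches that level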;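 note: 0% = median of neutral control wells and 100% = median of IBMX positive control wells; some compounds called inactive have numbers as strong as hits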
FN deposition inh: fibronectin deposition inhibition; AH1F fibroblasts, Alexa488-fibronectin deposition fluorescence, overnight; 350,000 tested, 0.086% active; inhibition, % at 12.6 µM;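 active = mean inhibition across replicates of 30% or more, regardless of how many single replicates reach that level; inconclusive = mean under 30% yet at least half of replicates reach 30%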;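 note: positive control wells lacked labelled fibronectin entirely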
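Assay system: AH1F fibroblasts assembling fluorescent fibronectin matrix; Amount: 10000 AH1F cells per well; Buffer or medium: DMEM, 2% serum; Probe or stimulus: Alexa488-fibronectin, 24 nM final in well; Doses: single compound dose, delivered by pin transfer; Incubation: 1 h adhesion, overnight exposure; Measured by: fluorescence 485/525 nm; Read-out: fibronectin deposition inhibition.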
F508del corr: correctors of CFTR F508del function in bronchial epithelial cells; CFBE cells, YFP halide quenching; stimulated with forskolin plus potentiator P3; % fluorescence drop versus neutral controls; AID 720511; activity (quench increase), % at 7.58 µM; 350,000 tested, 0.36% active;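 active = mean added fluorescence quench of at least 8% versus neutral control, with both replicates also reaching 8%; inconclusive = only one of the mean or replicate conditions met; inactive = mean below 8% and not both replicates reaching 8%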;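 note: cells transiently co-express mutant CFTR-F508del with the halide-sensitive YFP; corrector assay measuring rescue of mutant channel to the surface after 24 h compound exposure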
DENV2 CPE rescue: DENV2-induced cell death inhibition; DENV2-infected cells, cytopathic effect rescue, plate reader; CPE inhibition, % at 9.99 µM; 350,000 tested, 1.7% active; in the data active = CPE inhibition above about 20%, passing the limit was not always enough; inconclusive = no clear call, values can overlap the other calls; tested in BHK-21 cells;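 note: 0% = median of neutral control wells and 100% = median of positive control wells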
miR-122 sensor: blocks miR-122 activity in Huh7 sensor cells; 340,000 tested, 0.3% active; activation (reporter increase), % at 12.5 µM; Huh7 miR-122 Renilla luciferase sensor, 48 h; neutral wells = 0, positive control = 100;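 active = mean replicate activation score at least 90 and every replicate individually at or above 90; inconclusive = only one of the two criteria met; inactive = neither criterion met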;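 note: higher luciferase means less miR-122 activity so hits act as miR-122 inhibitors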
* hit, by the source's call; u = inconclusive; x = no result given; [ ] = dose if it differs, or a comment.

SMILES	EWS-Fli block	PAX8 reporter	GSIS activator	FN deposition inh	F508del corr	DENV2 CPE rescue	miR-122 sensor
N#Cc1ccc(C(=O)Nc2nc(-c3cccs3)c(C(=O)C(F)(F)F)s2)cc1	32.5	16.1	-23.5	2.8	4.6	0.9	-5.4
CC(C)(C)c1ccc(/C=C/C(=O)N2CCOCC2)cc1	-52.9	-139.3	4.9	7.0	x	-2.3	x
O=C(C1CC12CCCC2)N1CCC(CO)(Cc2ccccc2Cl)CC1 (centres undefined)	9.6	-15.5	-11.0	4.5	0.9	-5.0	x
Cc1noc(C)c1NC(=O)Nc1ccc2c(c1)C(=O)N([C@H](C)CO)C[C@@H](C)[C@@H](CN(C)C(=O)Nc1c(C)noc1C)OCCCC[C@@H](C)O2	-3.8	-36.9	50.8	-3.9	2.1	9.1	2.9[16.7 µM]
O=C(C[C@H]1C[C@H]2c3cc(NC(=O)Nc4ccccc4F)ccc3O[C@H]2[C@H](CO)O1)NCCc1ccccc1	-1.5	x	7.9	x	2.4	0.0	5.1[16.7 µM]
CN(CC(=O)Nc1cccc(S(=O)(=O)NC2=NCCCCC2)c1)Cc1ccc(C(C)(C)C)cc1	8.7	27.2	-27.5	7.0	1.5	0.5	x
O=C(Nc1ccc(F)c(Cl)c1)c1cc(C2CCCCN2C(=O)c2cccs2)on1 (centres undefined)	9.9	7.0	-4.3	1.3	-1.1	-6.2	-1.4
C=C(C)[C@@H]1CC[C@]2(C(=O)O)CC[C@]3(C)[C@H](CC[C@@H]4[C@@]5(C)CC[C@H](O)C(C)(C)[C@@H]5CC[C@]43C)[C@@H]12	-0.9	-0.5	x	0.3	8.0	-7.1	4.7
CCCSC1=C(C#N)C(c2cc(OC)ccc2OC)CC(=O)N1 (centres undefined)	-0.5	12.0	2.4	x	-1.0	6.5	-1.1
CC(=O)N1c2ccc(S(=O)(=O)N3CCC(C(=O)NCc4ccc(F)cc4)CC3)cc2CC1C (centres undefined)	x	-1.5	-26.0	-2.9	0.9	-4.2	0.9
COCC(=O)Nc1cc(C)cn(Cc2ccc(F)cc2)c1=O	-15.6	16.1	2.5	-1.0	0.7	-4.2	-2.3
O=[N+]([O-])c1ccc(C(=S)N2CCC(Cc3ccccc3)CC2)cc1	x	-39.8	-25.1	-5.2	x	x	-8.9
Cc1ccc(C(C)(C)C)cc1S(=O)(=O)Nc1ncnc2sccc12	3.5	12.5	-26.8	17.0	1.2	-7.1	x
COc1cccc(N2CCN(C3CC(=O)N(c4cccc(Cl)c4)C3=O)CC2)c1 (centres undefined)	x	15.5	x	2.1	x	x	-5.1
Cc1ccc(NC(=O)c2sc3ccccc3c2Cl)nc1	49.7	x	-9.2	x	-0.6	-0.9	2.2
CCCNC(=O)[C@@H]1[C@@H](CO)[C@@H]2Cn3c(ccc(C4=CCCC4)c3=O)[C@H]1N2S(C)(=O)=O	-1.7	-8.2	21.3	x	-4.5	-4.7	-1.3[16.7 µM]
Cc1onc(-c2ccccc2)c1C(=O)NN=Cc1cc(Cl)cc(Cl)c1O	26.4	47.9	-1.2	1.2	-0.2	-6.4	x
C[C@H]1CN([C@@H](C)CO)C(=O)Cc2cc(NC(=O)Cn3cnnn3)ccc2O[C@@H]1CN(C)Cc1ccc(Cl)c(Cl)c1	68.7*	1.7	19.2	-2.2	-2.5	2.7	-0.4[16.7 µM]
COc1ccccc1NS(=O)(=O)c1cccc(C(=O)NCc2ccccn2)c1	-2.6	1.1	49.1	x	2.6	2.0	-2.7
CC(C)NC(=O)N1C[C@@H]2[C@H](c3ccccc31)[C@H](CO)N2C(=O)c1ccncc1	5.4	-28.6	10.7	x	-0.5	0.0	46.9[16.7 µM]

Compound profiles, as listed above. Screens in order: EWS-Fli block, PAX8 reporter, GSIS activator, FN deposition inh, F508del corr, DENV2 CPE rescue, miR-122 sensor
CN(CC(=O)Nc1cccc(S(=O)(=O)NC2=NCCCCC2)c1)Cc1ccc(C(C)(C)C)cc1 as listed: 8.7, 27.2, -27.5, 7.0, 1.5, 0.5, x
Cc1onc(-c2ccccc2)c1C(=O)NN=Cc1cc(Cl)cc(Cl)c1O as listed: 26.4, 47.9, -1.2, 1.2, -0.2, -6.4, x

(next part)
SMILES	EWS-Fli block	PAX8 reporter	GSIS activator	FN deposition inh	F508del corr	DENV2 CPE rescue	miR-122 sensor
CO[C@H]1CN(C)C(=O)c2cc(NC(=O)c3ccc4c(c3)OCO4)ccc2OC[C@H](C)N(CC2CC2)C[C@@H]1C	-4.1	-3.6	-2.8	x	-1.0	-1.8	x
OCCN(Cc1ccccc1)Cc1nc(CC2CC2)no1	3.7	-1.6	-6.7	x	-3.7	-2.9	2.1
CNC(C)c1ccc(S(N)(=O)=O)cc1 (centres undefined)	-1.6	-8.4	1.3	x	-0.2	19.0	0.4
O=C(N=Nc1c(O)[nH]c2ccccc12)c1ccc2c(c1)OCO2	-5.3	-41.6	-4.2	4.6	-2.0	10.6	x
CN(C)C(=O)C[C@@H]1CC[C@@H]2[C@H](COC[C@@H](O)CN2CC2CCCC2)O1	0.7	-12.7	19.6	-4.4	-0.9	-7.0	-2.7[16.7 µM]
COc1ccc(Nc2nnc(C)c3ccccc23)cc1	-67.5	-51.8	22.2	1.8	1.5	-3.9	-0.9
CCOC(=O)c1ccccc1NC(=O)C(C)Oc1ccccc1 (centres undefined)	x	6.1	x	-3.3	x	x	-7.8
Cc1cccc(OCCCC(=O)Nc2ccc(N(C)C)cc2)c1	-38.0	-96.5	-12.6	-0.7	x	5.2	x
O=C(CCNc1n[nH]c(=O)[nH]c1=O)N/N=C/c1ccc(C(F)(F)F)cc1	-4.8	14.5	-5.7	-6.9	0.5	2.6	4.4
ON/C=N/C(=S)Nc1ncc(C(F)(F)F)cc1Cl	15.5	-10.4	16.1	-7.4	-2.3	-6.5	x
CN(c1ccccc1)S(=O)(=O)c1ccc(NC(=O)CC(=O)c2ccccc2)cc1	4.7	10.5	4.2	-2.2	-2.8	-7.2	x
C[C@@H]1CN([C@@H](C)CO)C(=O)c2cc(NC(=O)NC3CCCCC3)ccc2O[C@@H](C)CCCCO[C@H]1CN(C)S(=O)(=O)c1cccs1	13.9	6.0	5.2	x	-2.2	-0.2	5.4[16.7 µM]
Cc1ccc(C)c(NC(=O)C2CCN(C(=O)c3cccs3)CC2)c1	-2.9	-7.2	-0.8	2.6	0.9	-0.4	-3.4
CC(C)NC(=O)c1ccccc1NS(=O)(=O)c1ccc(Br)s1	6.9	x	-42.9	6.5	-4.2	-2.1	x
Cc1ccc(NC(=O)COC(=O)c2ccc(-n3nc(C)cc3C)cc2)c(F)c1	2.8	-0.3	10.4	6.4	-2.2	-4.5	8.0
Cc1ccc(C)c(OCCC(=O)OCC(=O)NC2CC2)c1	7.9	-2.6	-0.5	-0.1	2.6	u	x
C[C@@H]1CN([C@@H](C)CO)C(=O)CCCn2nncc2CO[C@@H]1CN(C)Cc1ccc(Oc2ccccc2)cc1	5.5	x	-16.0	12.7	-7.6	x	4.2[16.7 µM]
CC(C)N(Cc1ccccc1)C(=S)Nc1ccc(F)cc1	3.7	29.5	-3.4	6.7	-2.1	0.7	x
CCCCC1C(=O)NN(c2ccccc2)C1=O (centres undefined)	13.3	11.0	5.4	18.7	-2.3	13.7	-3.0
C[C@@H]1CN([C@@H](C)CO)C(=O)c2cccc(NC(=O)NC3CCCCC3)c2O[C@@H]1CN(C)Cc1ccccc1	-5.1	0.8	-6.9	x	-0.4	-1.9	-1.9[16.7 µM]
COc1cc(OC)cc(-c2n[nH]c(=S)n2-c2ccc3c(c2)OCCO3)c1	-9.7	-1.1	5.1	x	x	-5.2	x
CCC(O)CC(C(=O)NNc1ccccc1)C(=O)NNc1ccccc1 (centres undefined)	2.3	-4.6	-7.2	-3.2	5.1	u	x
FC(F)Oc1ccc(-n2cc(-c3ccc(Cl)cc3)[n+]3c2CCCCC3)cc1	-3.6	36.7	-3.9	5.6	1.2	-3.9	x
COc1ccc(CCN(C)C(=O)c2c(C)nn(-c3ccccc3)c2C)cc1OC	4.1	-9.3	40.3	3.9	1.5	0.8	x
O=C(Nc1ccc(S(=O)(=O)Nc2nccs2)cc1)c1ccncc1	-7.3	5.0	-8.8	-6.1	-0.7	9.9	x
Nc1[nH]c(C(=O)c2ccccc2)c(-c2ccccc2Br)c1C(=O)NCc1ccc(-c2ccccc2)cc1	-8.4	3.5	x	-9.9	-1.1	u	x
NNC(=O)c1n[nH]c2c1CC(C1CCCCC1)CC2 (centres undefined)	5.5	10.9	19.7	-1.9	4.8	-5.7	-4.1
O=C(N/N=C/c1ccc(Cl)cc1Cl)c1ccc2nc[nH]c2c1	-8.8	-26.4	18.2	-1.3	-2.3	-4.1	2.5
C[C@@H]1CN([C@H](C)CO)C(=O)c2cccc(NC(=O)Nc3ccccc3)c2O[C@@H]1CN(C)S(C)(=O)=O	10.8	10.6	-3.3	x	-2.3	-4.2	-5.3[16.7 µM]
O=C(CCn1c(=O)sc2ccccc21)NCc1cccs1	x	x	23.7	1.4	x	x	3.5
CCCN1[C@H](CO)[C@H](c2ccc(C3=CCCC3)cc2)[C@H]1CNC(=O)NC(C)C	x	x	7.5	3.1	1.2	12.0	x
CC(C)CN1C(=O)/C(=C/c2ccco2)NC1=S	x	3.6	-25.9	-0.9	x	-1.7	1.6
CN(Cc1ccccc1)C(=O)c1[nH]cnc1C(=O)Nc1ccc(Cl)cc1	-26.0	-46.9	x	0.9	4.2	-6.2	-3.1
CC(C)(C)n1nnnc1C(c1cc2ccccc2o1)N1CCCCC1 (centres undefined)	-12.4	-34.5	-8.8	-4.5	-1.0	-2.4	x
Cc1ccccc1S(=O)(=O)N1CC(=O)N2[C@H](CO)[C@@H](c3ccc(C#Cc4ccccc4)cc3)[C@@H]2C1	x	x	13.2	x	4.7	29.1*	x
C[C@H](CO)N1C[C@H](C)[C@H](CN(C)C(=O)Nc2ccc3c(c2)OCO3)Oc2cc(C3=CCCC3)ccc2S1(=O)=O	-6.4	0.9	-4.9	21.9	1.3	12.2	3.0[16.7 µM]
CCOc1cc2c3c(c1)C1(C(=O)N3C(C)(C)CC2C)C(C#N)=C(N)N2C(=C1C#N)Nc1ccccc12 (centres undefined)	x	12.8	-24.7	0.1	x	x	x
CCOc1cc(N2CCOCC2)c(OCC)cc1NC(=O)CSc1nccc(C)n1	-5.7	21.1	-7.1	-21.5	x	0.0	-2.4
C[C@H](CO)N1C[C@H](C)[C@@H](CN(C)S(=O)(=O)c2cn(C)cn2)OCCCC[C@H](C)Oc2ccc(NS(=O)(=O)c3cccs3)cc2C1=O	-4.8	-22.0	12.2	x	-0.7	14.1	-2.5[16.7 µM]
COc1ccccc1OCC(O)CNCc1ccc2c(c1)OCO2 (centres undefined)	-5.0	7.3	-8.7	-4.4	1.5	10.0	0.3
CC(=O)OC1CCC2(C)C(CCC3C2CC(=O)C2(C)C3CC(C3CCCC3=O)C2C(C)=O)C1 (centres undefined)	1.2	-16.2	x	-10.3	0.0	-4.4	-14.1
CC1(C)c2ccccc2-c2nc3ccccc3cc2C1O (centres undefined)	-1.9	10.2	-14.4	8.2	-1.4	-0.8	6.0
O=S(=O)(Nc1cccc(CCc2ccccn2)c1)c1cc(Cl)ccc1Cl	16.8	-28.4	-16.1	-0.6	-2.1	-1.2	x
CCCNC(=O)N1CC2(CCN(C(=O)CN(C)C)CC2)c2c(n(C)c3cc(OC)ccc23)[C@@H]1CO	-7.2	-16.0	11.7	x	-1.9	0.8	x
COC(=O)C1=C(C)N(c2ccc(OC)cc2)C(=O)/C1=C\c1cccs1	x	-17.8	26.7	3.5	x	x	x
C[C@H]1CN([C@@H](C)CO)C(=O)c2cc(NC(=O)CCCN(C)C)ccc2O[C@@H]1CN(C)Cc1ccc(Cl)c(Cl)c1	-1.8	-17.7	-0.3	2.7	0.1	2.6	-7.3[16.7 µM]

Screening results: PubChem BioAssay, Broad Institute

Compounds as they come; about 3.9% have a hit in one of these screens.
